# Assay outcomes: PubChem BioAssay, National Center for Advancing Translational Sciences (NCATS)
# GALK inhibitor = galactokinase (human) inhibition; P51570; Purified GALK, Kinase-Glo residual ATP luminescence; Potency, µM (top dose mostly 57.5 µM), for the others: top-dose activity change, negative = inhibition, hits mostly inhibitors; 270,000 tested, 0.007% active; note: potency is the fitted concentration of half-maximal effect
#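 Compounds were pin-transferred into ATP buffer (35 uM final), then GALK plus galactose (5 nM, 100 uM final) was added. After 1 h at room temperature, Kinase-Glo Plus was added and luminescence read after 10 min.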
# PKM2 activator = activators of human pyruvate kinase M2 | purified PKM2, Kinase-Glo ATP luminescence, activation; response scale: 0% is enzyme alone, no compound | Potency, µM (top dose mostly 57.5 µM), for inactives: top-dose activation, most hits filed as activators | 260,000 tested, 0.34% active; note: potency is the fitted concentration of half-maximal effect; nearly all actives have a fitted effect of over 55% in size
#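 Purified hPK-M2 (>95% pure) converted ADP (0.1 mM final) to ATP with 0.5 mM PEP in 50 mM imidazole pH7.2, KCl, MgCl2, Tween 20, BSA; 1 h at room temperature. ATP detected by Kinase-Glo luminescence.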
# uPA surface inh = inhibitors of cell surface uPA generation; cell surface uPA generation assay, qHTS; Potency, µM (doses to about 38.3 µM), without a hit: at the top dose activity change, negative = inhibition, usual class: inhibitors; 330,000 tested, 0.31% active; AID 540303; active = well fitted inhibition curve with a large enough effect; inconclusive = small, poorly fitted or top-dose-only effect; inactive = no such curve, though single readings can be large or run the other way; tested in mouse RAW 264.7 cells; note: potency is the fitted concentration of half-maximal effect; nearly all actives have a fitted effect of over 55% in size
# Eya2 phos inh = blocks the phosphatase activity of human Eya2. recombinant Eya2, OMFP fluorescence dephosphorylation (OMFP is methylfluorescein phosphate). Potency, µM (top dose mostly 76.9 µM), without a hit: top-dose activity, negative = inhibition, actives largely listed as inhibitors. 330,000 tested, 0.006% active; note: potency is the fitted concentration of half-maximal effect
# Target sequence (O00167 whole entry, looked up): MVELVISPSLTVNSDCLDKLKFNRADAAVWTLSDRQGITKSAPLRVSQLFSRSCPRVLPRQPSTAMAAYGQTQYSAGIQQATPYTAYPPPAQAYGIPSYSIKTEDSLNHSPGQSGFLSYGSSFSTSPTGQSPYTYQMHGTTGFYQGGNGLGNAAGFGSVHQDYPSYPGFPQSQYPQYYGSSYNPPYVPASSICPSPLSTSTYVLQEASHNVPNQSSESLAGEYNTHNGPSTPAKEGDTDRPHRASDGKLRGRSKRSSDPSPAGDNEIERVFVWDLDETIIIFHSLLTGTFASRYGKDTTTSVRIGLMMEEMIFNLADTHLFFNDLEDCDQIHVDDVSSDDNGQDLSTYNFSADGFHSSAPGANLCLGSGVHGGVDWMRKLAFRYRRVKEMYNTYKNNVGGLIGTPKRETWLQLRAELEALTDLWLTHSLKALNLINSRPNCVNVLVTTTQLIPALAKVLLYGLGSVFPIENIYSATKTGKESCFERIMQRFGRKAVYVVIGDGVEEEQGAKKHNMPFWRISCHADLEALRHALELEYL
#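 Eya2 protein (added as 0.2 uM solution) was preincubated with compound for 10 min at ambient temperature in 50 mM HEPES pH 7.5, 50 mM NaCl, 5 uM MgCl2, 0.05% BSA, 1 mM DTT. OMFP (added at 50 uM) then reacted 10 min; fluorescence read at 485/525 nm.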
# B2AR arrestin = agonists driving beta-arrestin recruitment to human beta2-adrenergic receptor; Potency, µM (doses to about 46.1 µM), for the others: at the top dose activation, hits mostly activators; 330,000 tested, 0.02% active; P07550; beta-arrestin recruitment to beta2AR, cell-based reporter;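 note: potency is the fitted concentration of half-maximal effect; 0% = DMSO controls and full agonism = EC100 isoproterenol or metaproterenol; nearly all actives have a fitted effect of over 65% in size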
# Coupling enz = counter-screen for Giardia aldolase inhibitors: coupling enzyme system; AID 2472; 290,000 tested, 0.67% active; activity change, negative = inhibition, % at 58.2 µM, hits read low; coupling enzyme system counterscreen, AmpLite Red fluorescence; in the data active = activity change below about -30%
#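 Compounds tested against the coupling enzymes alone at 57.5 uM final; readout was AmpLite Red fluorescence (525/598 nm) after 20 min at RT.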
# Giardia kill = kills Giardia lamblia. Giardia lamblia trophozoite viability. activity change, % at 7.66 µM, hits read low. 340,000 tested, 0.15% active; in the data active = activity change below about -80%; inconclusive = between about -30% and that limit;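 note: parasites exposed to compound for two days anaerobically before the ATP read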
#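 Each well holds 100 Giardia trophozoites and compound. After two days (48 hrs) at 37 deg C in anaerobic conditions, ATP is quantified by luminescence.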
# KCNH2 WT inh = inhibitors of human wildtype KCNH2 potassium channel. Q12809. U2OS, BacMam KCNH2, thallium flux FluxOr; active compounds read low. activity change, % at 1.84 µM. 340,000 tested, 0.37% active. AID 720551;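 active = maximum activity change below -70%; inconclusive = maximum activity change between -70% and -50%; inactive = maximum activity change above -50%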
#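 U2OS cells were transduced with wild-type KCNH2 virus (2.03 x 10^8 / mL) for 4 h at room temperature, then cultured overnight at 37 C. Thallium flux was read with FluxOr dye. Rate constants were normalized to DMSO controls.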
# USP2a inh = USP2a (human) protease inhibition; O75604; AID 463254; USP2 core, Ub-CHOP2 coupled fluorogenic reporter, 485/531; 330,000 tested, 0.01% active; Potency, µM (top dose mostly 38.3 µM), inactives show at the highest dose activity change, negative = inhibition, actives largely listed as inhibitors;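 note: potency is the fitted concentration of half-maximal effect; plate controls were DMSO wells for no effect and full inhibition by NEM control for full effect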
# Target sequence (O75604 whole entry, looked up): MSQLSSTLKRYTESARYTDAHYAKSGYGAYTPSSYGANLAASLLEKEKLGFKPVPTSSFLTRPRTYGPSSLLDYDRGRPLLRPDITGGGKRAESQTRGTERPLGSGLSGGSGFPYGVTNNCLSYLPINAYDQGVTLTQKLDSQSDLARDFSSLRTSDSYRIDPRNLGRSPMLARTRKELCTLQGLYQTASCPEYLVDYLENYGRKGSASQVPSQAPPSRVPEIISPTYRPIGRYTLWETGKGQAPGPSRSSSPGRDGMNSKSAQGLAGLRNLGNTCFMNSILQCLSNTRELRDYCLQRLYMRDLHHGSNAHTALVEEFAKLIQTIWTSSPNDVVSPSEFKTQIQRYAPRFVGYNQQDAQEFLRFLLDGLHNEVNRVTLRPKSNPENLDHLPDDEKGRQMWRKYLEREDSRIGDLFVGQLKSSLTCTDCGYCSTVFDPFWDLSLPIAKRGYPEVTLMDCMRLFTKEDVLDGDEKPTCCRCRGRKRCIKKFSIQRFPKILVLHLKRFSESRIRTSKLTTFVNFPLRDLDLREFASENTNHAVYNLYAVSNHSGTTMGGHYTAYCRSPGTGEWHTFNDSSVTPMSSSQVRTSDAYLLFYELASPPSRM
#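 Deubiquitinase activity read as fluorescence (485/531 nm) after Ub-CHOP2 cleavage activates the enterokinase reporter on its substrate; USP2 core 10nM, Ub-CHOP2 and substrate 25nM each, 30min compound preincubation then 60min RT; data normalized to NEM, curves fitted.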
# BCR signal inh = inhibitors of chronic active B-cell receptor signaling. ABC-DLBCL IkBa-CBG/CBR reporter, luminescence ratio, 4 h. Potency, µM (top dose mostly 46.1 µM), inactives show at the top dose ratio change, negative = lower green/red ratio, most hits filed as inhibitors. 340,000 tested, 0.05% active. AID 493014; active = well fitted inhibition curve with a large enough effect in the signal ratio, with a control signal flat, not every such curve was filed as active; inconclusive = small, poorly fitted or top-dose-only effect, or effect the other way, or a change in a side signal; the % refers to the signal ratio;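 note: potency is the fitted concentration of half-maximal effect; plate controls were basal doxycycline-induced cells for no effect and cells given 10 µM MG132 for full effect; MG132 reads +100%, hits lower the ratio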
#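 TMD8 human ABC-DLBCL cells with doxycycline-inducible IκBα–green luciferase fusion and unfused red luciferase, in 0.5% FBS medium; compounds up to 46 uM, 4 h at 37C. Green/red luminescence ratio, filter-overlap corrected, fitted to concentration-response curves.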
# KCNH2 3.1 inh = blocks the human KCNH2 3.1 channel isoform | 340,000 tested, 0.95% active | AID 720553 | activity change, % (tested at about 1.8 µM) | U2OS KCNH2 3.1, thallium flux FluxOr; active compounds read low;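 active = maximum activity change below -70%; inconclusive = maximum activity change from -70% to -50%; inactive = maximum activity change above -50%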;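 note: thallium influx rate constant from kinetic fluorescence after stimulation buffer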
#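 Thallium flux via FluxOr fluorescence (Red40 quencher, 45 min loading) in U2OS cells virally expressing the KCNH2 3.1 isoform (1.77 x 10^8 /mL virus, overnight at 37 C). Rate constants from 2-min kinetic reads post-stimulation, normalised to positive and negative controls.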
# Starred values were filed as active, the others as inactive; ? = inconclusive; nt = no result given; [ ] = dose if it differs, or a comment. Unless noted, calls come from the whole dose curve; as a rule, active = well fitted curve in the direction sought with a large enough effect; inconclusive = small, poorly fitted or top-dose-only effect, or another doubt; inactive = no such curve, though single readings can be large; an effect the other way counts as inactive or inconclusive. Unless noted, % is set by controls: 0 for no effect and ±100 for the full control effect.
SMILES,GALK inhibitor,PKM2 activator,uPA surface inh,Eya2 phos inh,B2AR arrestin,Coupling enz,Giardia kill,KCNH2 WT inh,USP2a inh,BCR signal inh,KCNH2 3.1 inh
Cc1cc(C)cc(NC(=S)N2CCC(NC(=O)c3ccc(F)cc3)CC2)c1,0%,-5%,-11%,-9%,-0.4%,1,-1,5,1%,-11%,1
COc1ccc(C(C(=O)NC2CCCC2)N(C(=O)c2snc(-c3ccc(F)cc3)c2N)c2cccc(F)c2)cc1 (stereo not given),0%,-3%,nt,-26%,0.1%,4,6,-19,-1%,?,-19
COc1ccc(/C=C(/C(=O)c2cccs2)N2C=CC=CC2=C(C#N)C#N)cc1,2%,10%,?,1%,8.4%,2,0,nt,3%,?,0
CSc1ccc(CN(C)C(=O)CNC(=O)c2ccc3c(c2)OCO3)cc1,nt,nt,5%,13%,-0.2%,nt,-22,1,1%,-1%,29
CC(Oc1ccc(Br)cc1)C(=O)Nc1ccc(S(=O)(=O)Nc2nccs2)cc1 (stereo not given),7%,4%,0%,2%,-0.2%,nt,-21,1,-1%,?,3
N#Cc1ccsc1NC(=O)C1CCN(S(=O)(=O)c2cccs2)CC1,nt,nt,4%,-26%,-0.2%,nt,-7,15,1%,?,5
Cc1ccc(-c2nc(CN(Cc3c(C)nn(C)c3C)C(C)C)c(C)o2)o1,5%,-6%,nt,4%,-0.7%,0,-5,-11,-2%,0%,-19
C=CCOc1nc2c(c(=O)n(Cc3ccc(Cl)cc3)c(=O)n2C)n1C,3%,0%,-16%,-9%,-0.5%,3,2,-3,2%,0%,-7
CCN1CCN(C(c2cccs2)C(C)NC(=S)Nc2cccc(C)c2C)CC1 (stereo not given),0%,0%,-2%,10%,0.1%,1,-5,20,3%,5%,-34
COc1ccc(-c2csc(NC(=O)c3ccccc3NS(=O)(=O)c3ccc(F)c(F)c3)n2)cc1,?,0%,-7%,17%,-0.2%,-1,-22,-8,-18%,?,-13
O=C(Nc1cccc(-c2cn3cccnc3n2)c1)c1cccs1,0%,6%,4%,2%,0.4%,1,3,-1,7%,-1%,25
CN(C)C(=O)N1CCN(c2nc(-c3ccccc3)cs2)CC1,-5%,-13%,?,7%,0.1%,1,-2,-5,5%,?,14
COc1ccc(CNC(=O)CC2C[C@H](C(=O)N3CCOCC3)[C@@]3(CCC4CCCC4)c4[nH]c5ccccc5c4CCN3C2=O)cc1OC (stereo not given in full),nt,nt,?,-18%,-1.1%,nt,0,-3,1%,1%,-7
O=S(=O)(c1ccc(Br)cc1Cl)N1CCCN(c2ccc(C(F)(F)F)cn2)CC1,nt,nt,2%,1%,-0.9%,nt,-7,16,1%,3%,-2
Cn1c(=O)c2sccc2n2c(CCCC(=O)NCc3ccco3)nnc12,-5%,nt,2%,-8%,-0.3%,2,26,-11,-1%,1%,-8
CCOc1ccc(C(=O)N2CCC(C(=O)c3ccc4c(c3)OCCO4)CC2)cc1,1%,1%,nt,-29%,-0.1%,0,8,47,0%,1%,?
CCCCCCNS(=O)(=O)c1ccc(OC)c(OC)c1,1%,2%,nt,16%,-0.4%,3,-7,9,-1%,0%,-2
O=C(c1cccc(C(F)(F)F)c1)C1CCCN(Cc2ccc(OCCO)cc2)C1 (stereo not given),11%,1%,5%,-8%,0.1%,1,41[activator],7,-6%,-7%,-35
COc1ccc(Cc2nnc(SC(C)C(=O)Nc3ccc(F)cc3Cl)o2)cc1 (stereo not given),nt,nt,-3%,1%,0.2%,nt,6,-15,1%,4%,2
Cc1ccc(Sc2ccc([N+](=O)[O-])cc2[N+](=O)[O-])nc1,2%,3%,-9%,3%,-0.4%,-7,-19,-13,2%,?,-4
Cc1ccccc1CN1CCNC(=O)C1CC(=O)NCCN1CCCCC1=O (stereo not given),-3%,1%,-11%,7%,-0.5%,nt,0,6,1%,-1%,-11
CN1CCN(CC#CCC(O)(c2ccccc2)C2CCCC2)CC1 (stereo not given),-1%,-1%,10%,-16%,0.3%,1,-3,-5,1%,10%,0
CC(=O)c1c(N2CCN(C)CC2)[nH]c(-c2ccccc2)nc1=S,0%,0%,-8%,-4%,-0.9%,nt,8,7,-1%,-1%,-2
Cc1nnc(N2CCCCC2)c2ccccc12,-3%,5%,2%,-22%,-0.5%,6,-7,2,3%,-16%,15
CC(NC(=O)c1cc(=O)[nH]c2ccccc12)c1ccccc1 (stereo not given),3%,1%,-12%,-7%,-0.2%,0,7,1,3%,0%,19
Cc1ccc(S(=O)(=O)N2CCOCC2)cc1NC(=O)CSc1n[nH]c(N)n1,0%,-34%,-1%,13%,0.1%,-1,10,-11,7%,-2%,22
COc1cccc(CN2CCNC(=O)C2CC(=O)N(Cc2cnn(C)c2)C(C)C)c1 (stereo not given),1%,-3%,-10%,3%,0.0%,0,-5,-4,0%,8%,-3
O=C(O)c1ccc(CN2CCOCC2)o1,0%,5%,2%,0%,-0.6%,0,-13,-8,-1%,-3%,-5
O=C(CSc1n[nH]c(-c2cccs2)n1)NC1CCS(=O)(=O)C1 (stereo not given),6%,-3%,8%,9%,-0.5%,1,-4,10,0%,0%,0
COc1cccc(CNC(=O)C2CC(=O)N(c3ccc4c(c3)OCCO4)C2)c1 (stereo not given),nt,nt,2%,15%,0.1%,nt,22,2,2%,-12%,11
CCOc1ccc(C(=O)C(CCC(CN(C)C)C(=O)c2ccc(OCC)cc2)CN(C)C)cc1 (stereo not given),0%,4%,1.1µM*,-3%,-0.3%,0,-9,-35,3%,?,-10
O=C(NCC1CCCO1)c1ccc(CS(=O)(=O)c2c(Cl)cccc2Cl)o1 (stereo not given),2%,-2%,?,10%,0.4%,0,3,-1,-3%,-3%,9
O=C(Nc1nnc(-c2ccccn2)o1)c1ccc(Br)cc1,-1%,-12%,-6%,1%,-0.1%,3,-18,-11,-2%,?,8
CC1C(=O)N2CCCc3cc(S(=O)(=O)N(C)c4ccccc4)cc1c32 (stereo not given),7%,nt,1%,7%,0.2%,nt,-5,1,1%,8%,1
COc1cc(/C=N/NC(=O)C(C)Nc2n[nH]c(=O)[nH]c2=O)ccc1O (stereo not given),0%,-1%,0%,-30%,0.0%,1,-19,1,4%,9%,2
COc1cc2c(cc1OC)C(c1cc3cc(OC)c(OC)cc3[nH]c1=O)N(C(=O)C1CC1)CC2 (stereo not given),2%,3%,nt,2%,0.0%,-16,-12,0,2%,?,-1

# uPA surface inh: entries above that show a hit
structure | GALK inhibitor | PKM2 activator | uPA surface inh | Eya2 phos inh | B2AR arrestin | BCR signal inh
CCOc1ccc(C(=O)C(CCC(CN(C)C)C(=O)c2ccc(OCC)cc2)CN(C)C)cc1 (stereo not given) | 0% | 4% | 1.1µM* | -3% | -0.3% | ?

# Carrying on.
SMILES,GALK inhibitor,PKM2 activator,uPA surface inh,Eya2 phos inh,B2AR arrestin,Coupling enz,Giardia kill,KCNH2 WT inh,USP2a inh,BCR signal inh,KCNH2 3.1 inh
Cc1cc(=O)[nH]c(N2CCN(C(=O)c3ccco3)CC2)n1,10%,nt,-3%,15%,-0.2%,0,3,-4,1%,0%,10
COc1ccc(CCNC(=O)C/C(C)=N/NC(=O)C(c2ccccc2)c2ccccc2)cc1OC,0%,-3%,5%,6%,0.6%,1,-10,0,1%,3%,3
COc1cccc(OCC(O)CN2C(C)CCCC2C)c1 (stereo not given),0%,-6%,1%,6%,0.2%,-2,-8,3,-2%,-1%,-4
Cc1onc(-c2ccccc2)c1C(=O)N1CCC(C)CC1,-1%,3%,-5%,5%,-0.2%,4,-8,10,3%,0%,2
CCN(CC(=O)Nc1cc(Cl)ccc1OC)CC(=O)NC1CCS(=O)(=O)C1 (stereo not given),-1%,7%,6%,10%,-0.2%,0,29,-6,7%,0%,1
O=C(c1ccc(S(=O)(=O)Nc2ccccc2)cc1)N1CCCC(C(F)(F)F)C1 (stereo not given),-4%,0%,13%,3%,0.0%,nt,-2,4,3%,-9%,10
c1ccc(-c2nnc(SCc3nc4ccccc4[nH]3)n2Cc2ccco2)cc1,-1%,-1%,nt,15%,0.1%,3,5,-2,1%,10%,-24
O=C(NNC(=O)C1CCN(Cc2ccccc2)CC1)c1cccs1,2%,-2%,1%,-7%,-0.2%,0,-4,22,-3%,6%,-16
Cc1cc(-c2n[nH]c(=S)n2/N=C/C=C/c2ccco2)n[nH]1,-3%,0%,0%,18%,-0.9%,-5,-2,5,3%,5%,-1
CC(C)NC(=S)N1CCN(c2ncccn2)CC1,4%,-9%,-3%,-6%,-1.6%,0,5,-22,6%,5%,-16
Cc1cc2oc(=O)cc(CSc3nnc(-c4cccs4)o3)c2cc1C(C)C,-3%,0%,-4%,-8%,0.1%,3,-7,5,-11%,20%,-12
CCCCn1c(N)c(N(CCOC)C(=O)c2cc(CC)c(C)s2)c(=O)[nH]c1=O,nt,nt,6%,13%,-0.1%,nt,-11,-3,1%,1%,9
